# Bioassay records from PubChem.
# FadD28 FP inh – inhibitors of FadD28 bisubstrate probe binding, primary screen, biochemical, fluorescence polarization, single point | Mycobacterium tuberculosis FadD28 fatty-acid-AMP ligase | inhibition, % at 12.5 µM | 0.22% of 360,000 active; in the data active means inhibition above about 8.5%, passing the limit was not always enough
# GDH-TPI counter – GDH-TPI coupling enzyme inhibitors, primary screen, artefact control for M. tuberculosis FBA inhibitor project, biochemical, absorbance, full deck | GDH-TPI coupled enzyme counterscreen, NADH absorbance | inhibition, % at 4.8 µM | 1.2% of 360,000 active | AID 588335, 2011; in the data active means inhibition above about 30%;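 further: 0% = DMSO wells and 100% = wells lacking the enzyme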
# Mtb BioA inh – M. tuberculosis BioA enzyme inhibitors, primary screen, biochemical, plate reader, single point, HTS. AID 602481, 2012. inhibition, % at 9.99 µM. 0.096% of 360,000 active. purified M. tuberculosis BioA enzyme. 7,8-diaminopelargonic acid synthase BioA (Mycobacterium tuberculosis); in the data active means inhibition above about 40%
# Anthrax LF inh2 – Bacillus anthracis LF protease inhibitors, primary screen, biochemical, multiplex microsphere, MLPCN library; Lethal factor (Bacillus anthracis), P15917; multiplex microsphere protease cleavage assay; inhibition, % at 10 µM; 0.12% of 360,000 active; AID 588501, 2011; further: plate controls were buffer without enzyme for full effect and enzyme alone for no effect
# BoNT A protease – BoNT/A light chain protease inhibitors, primary screen, biochemical, flow cytometry, MLPCN library. Botulinum neurotoxin type A light chain protease (Clostridium botulinum A str. ATCC 3502). multiplex microsphere protease substrate cleavage. inhibition, % at 10 µM. 0.17% of 360,000 active. AID 588499, 2011; further: plate controls were buffer without enzyme for full effect and enzyme alone for no effect
# Mtb UGM inh – M. tuberculosis UGM enzyme inhibitors, primary screen, biochemical, fluorescence polarization, single point; UDP-galactopyranose mutase (Mycobacterium tuberculosis (strain ATCC 25618 / H37Rv)), …; purified UGM, fluorescence polarization probe displacement; inhibition, % at 10 µM; 0.06% of 320,000 active; AID 504406, 2011; in the data active means inhibition above about 10%, passing the limit was not always enough
# Target sequence (P9WIQ1 whole entry, looked up): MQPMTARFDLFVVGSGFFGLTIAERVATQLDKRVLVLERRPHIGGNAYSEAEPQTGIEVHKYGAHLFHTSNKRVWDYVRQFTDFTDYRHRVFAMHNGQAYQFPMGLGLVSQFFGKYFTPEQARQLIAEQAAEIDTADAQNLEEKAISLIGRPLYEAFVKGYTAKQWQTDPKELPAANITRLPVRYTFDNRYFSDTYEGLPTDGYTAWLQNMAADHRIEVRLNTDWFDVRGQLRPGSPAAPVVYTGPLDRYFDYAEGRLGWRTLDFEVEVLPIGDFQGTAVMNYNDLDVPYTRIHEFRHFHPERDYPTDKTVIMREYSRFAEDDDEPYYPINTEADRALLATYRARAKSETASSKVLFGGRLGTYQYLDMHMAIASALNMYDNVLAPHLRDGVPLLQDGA
# FBA Mtb inh – Mtb FBA enzyme inhibitors, primary screen, biochemical, fluorescence, strain H37Rv; purified M. tuberculosis FBA, fluorescence read-out; inhibition, % at 1 µM; 2.3% of 360,000 active; AID 588726, 2011; in the data active means inhibition above about 27%;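 further: 0% = vehicle and 100% = reference inhibitor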
# Target sequence (P9WQA3 whole entry, looked up): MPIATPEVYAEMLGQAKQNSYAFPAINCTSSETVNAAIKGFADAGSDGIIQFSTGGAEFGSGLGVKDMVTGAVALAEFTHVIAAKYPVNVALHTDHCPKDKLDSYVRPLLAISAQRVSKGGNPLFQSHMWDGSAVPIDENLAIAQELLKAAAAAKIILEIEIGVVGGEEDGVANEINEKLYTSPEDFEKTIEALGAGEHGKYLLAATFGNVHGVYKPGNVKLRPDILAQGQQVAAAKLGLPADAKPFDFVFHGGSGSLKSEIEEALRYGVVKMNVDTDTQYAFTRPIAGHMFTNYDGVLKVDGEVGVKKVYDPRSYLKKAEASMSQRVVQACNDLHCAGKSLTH
# PfHsp40 rescue – rescue of yeast from PfHsp40 toxicity, primary screen, S. cerevisiae, ATP luminescence. S. cerevisiae expressing PfHsp40, growth rescue. growth rescue, % at 12.5 µM. 0.68% of 340,000 active. AID 504582, 2011; in the data active means growth rescue above about 28%, passing the limit was not always enough;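 further: yeast W303a lacking pdr1 and pdr3 grown in galactose medium; growth measured after three days at 30 °C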
# BoNT-F LC inh – BoNT/F light chain protease inhibitors, primary screen, biochemical, flow cytometry, MLPCN library. Botulinum neurotoxin type F light chain protease (Clostridium botulinum). inhibition, % at 10 µM. Multiplex microsphere protease cleavage assay. 0.22% of 360,000 active; in the data active means inhibition above about 35%, passing the limit was not always enough; further: plate controls were buffer without enzyme for full effect and enzyme alone for no effect
# Starred values were filed as active, the others as inactive; / = no result given. Unless noted, no stated cut-off is given here; in the data, active means inhibition above about 30%; inconclusive means no clear call, values can overlap the other calls; inactive means below that.
1: COC(=O)[C@]1(Cc2ccccc2)N[C@H](c2ccc(-c3cccc(Cl)c3)cc2)[C@@H]2C(=O)N(C)C(=O)[C@@H]21
2: Oc1cccc2ccc(/C=C/c3c(F)cccc3Cl)nc12
3: COc1ccc(S(=O)(=O)N2CCCCCC2)cc1C(=O)N(CC(C)C)C1CCS(=O)(=O)C1 (configuration not stated)
4: CC(C)c1ccc(OCC(=O)N2CCCN(C)CC2)cc1
5: COC(=O)c1nnn(CC(=O)NC(=O)Nc2cccc(C)c2C)c1C(=O)OC
6: CNC(=O)CC12CC3CC(CC(C3)C1)C2

assay / compound	1	2	3	4	5	6
FadD28 FP inh	-0.6	0.3	-2.4	-3.7	-1.2	-1.7
GDH-TPI counter	9	12	-13	2	0	-1
Mtb BioA inh	-1.3	/	/	0.1	-1.5	-0.9
Anthrax LF inh2	-4	-5	-5	4	-4	1
BoNT A protease	-0.1	-0.1	1.7	-0.4	0.0	-0.1
Mtb UGM inh	-1.1	-0.7	-2.2	-1.3	-0.1	-1.1
FBA Mtb inh	3	6	3	2	0	3
PfHsp40 rescue	4.8	7.3	-0.1	-1.0	-0.1	0.5
BoNT-F LC inh	2	-4	12	0	0	-15

7: CCOC(=O)c1ccc(N2C(=O)CC(SCC(=O)Nc3ccc(S(N)(=O)=O)cc3)C2=O)cc1 (configuration not stated)
8: N#CC(c1nc2ccccc2nc1N1CCCC1)S(=O)(=O)c1cccs1 (configuration not stated)
9: Cc1nnc(NC(=O)C2CC(=O)N(c3ccccc3)C2)s1 (configuration not stated)
10: COc1ccc(/C=N/NC(=O)c2ccc(Cn3cc([N+](=O)[O-])cn3)o2)c(OC)c1C
11: COc1ccc2oc(C(=O)NCC(c3ccco3)N(C)C)c(C)c2c1 (configuration not stated)
12: COc1ccc(CN2C(=O)c3cccnc3C2=O)cc1S(=O)(=O)N1CCOc2ccccc21

assay / compound	7	8	9	10	11	12
FadD28 FP inh	-1.7	0.2	-0.9	-2.4	-3.8	-3.4
GDH-TPI counter	-1	1	-6	9	-8	5
Mtb BioA inh	/	/	3.6	/	0.0	-0.2
Anthrax LF inh2	-4	-3	5	0	-2	-2
BoNT A protease	0.4	5.2	-1.5	0.0	9.1	-0.7
Mtb UGM inh	-2.3	-2.1	1.7	0.8	1.2	-0.1
FBA Mtb inh	2	10	3	0	21	-3
PfHsp40 rescue	1.5	-1.4	-0.1	-1.2	0.3	0.8
BoNT-F LC inh	0	-13	18	-4	7	-2

13: Cc1nn(-c2ccccc2)c(C)c1/C=N/NC(=O)c1cc(O)cc(O)c1
14: COc1ccc(-c2cc3nnc(-c4ccccc4)nc3s2)cc1
15: CN(C)CCNC(C(=O)Nc1cccc(S(=O)(=O)N2CCOCC2)c1)c1ccccc1 (configuration not stated)
16: Cc1ccc(S(=O)(=O)N/N=C2/CC(=O)CC(C)(C)C2)cc1[N+](=O)[O-]
17: CCN(CC)S(=O)(=O)c1ccc(Oc2ccccc2)cc1
18: CC(=O)N=c1sc(C(C)(C)C)c(C)n1C

assay / compound	13	14	15	16	17	18
FadD28 FP inh	0.3	1.3	-3.4	-1.5	0.2	-2.9
GDH-TPI counter	7	3	1	4	7	-4
Mtb BioA inh	1.6	1.0	1.1	-4.4	-1.9	-1.0
Anthrax LF inh2	-3	7	-7	-6	-3	2
BoNT A protease	-0.4	6.0	-0.2	-0.4	-0.3	0.0
Mtb UGM inh	3.2	-2.6	-0.3	-0.8	/	-1.9
FBA Mtb inh	2	9	3	6	1	-2
PfHsp40 rescue	2.9	0.3	-0.3	-0.6	1.3	2.4
BoNT-F LC inh	-14	27	-1	-3	-2	0

19: CC1CCC(NCc2ccco2)CC1 (configuration not stated)
20: COc1ccc(C(=O)COC(=O)c2cc(=O)c3ccccc3o2)cc1
21: CCn1c(=NC(=O)CSC(C)=O)sc2cc(OC)ccc21
22: Cc1ccc(N2CC(C(=O)Nc3nnc(SCCN4CCOCC4)s3)CC2=O)cc1C (configuration not stated)
23: O=C(/C=C/c1ccccc1)N/C(=C\c1ccco1)C(=O)O
24: CSCCC(NC(=O)c1cc(S(=O)(=O)N2CCOCC2)ccc1F)c1nc2ccccc2[nH]1 (configuration not stated)

assay / compound	19	20	21	22	23	24
FadD28 FP inh	-1.4	-1.3	-1.8	-0.9	-2.5	-0.7
GDH-TPI counter	0	9	11	9	5	1
Mtb BioA inh	-1.9	-0.7	-1.7	0.8	-0.2	-1.1
Anthrax LF inh2	0	-3	-1	-4	-4	0
BoNT A protease	0.6	0.1	0.1	-5.3	-0.3	0.3
Mtb UGM inh	1.2	-0.5	-1.4	5.0	0.6	2.6
FBA Mtb inh	-4	-1	2	0	-3	-1
PfHsp40 rescue	0.0	-1.1	-1.0	-0.4	-0.7	-1.5
BoNT-F LC inh	-2	0	2	-16	1	-4

25: Cc1ccnc(NC(=O)CCNC(=O)c2ccc(Cl)cc2)c1
26: Cc1ccc([C@@H]2[C@@H]3C(=O)N(C)C(=O)[C@@H]3[C@]3(C)C(=O)N(Cc4ccccc4)CC(=O)N23)o1
27: COC(=O)C(O)(c1c(C)[nH]n(-c2ccccc2)c1=O)C(F)(F)F (configuration not stated)
28: O=C1N(Cc2ccccc2F)c2ccccc2C12OCCCO2
29: COCCNc1nc(SCC(=O)N2CCN(c3ccccc3OC)CC2)nc2ccccc12
30: CC1=C(C(N)=O)C(c2ccc3c(c2)OCO3)n2nc(-c3cccc(C)c3)nc2N1 (configuration not stated)

assay / compound	25	26	27	28	29	30
FadD28 FP inh	1.9	-0.2	-0.7	-1.6	-2.3	-6.2
GDH-TPI counter	-2	12	12	-1	1	-2
Mtb BioA inh	-2.2	0.2	/	-3.2	8.7	2.8
Anthrax LF inh2	-4	6	-1	-1	-1	-3
BoNT A protease	-0.9	-0.5	0.1	-0.1	0.2	-0.4
Mtb UGM inh	0.4	3.6	0.1	0.2	-0.5	-0.5
FBA Mtb inh	5	0	8	-1	0	0
PfHsp40 rescue	-0.2	-2.2	0.8	-0.3	0.2	0.8
BoNT-F LC inh	-8	5	-12	-3	-2	-7

31: S=c1[nH]nc(-c2ccco2)n1-c1ccc(Cl)cc1
32: Cc1ccc2[nH]c3c(NCCCN4CCCC4=O)ncnc3c2c1
33: CCOC(=O)C1CCN(C(=O)c2ccc(NS(=O)(=O)c3ccc4[nH]c(=O)[nH]c4c3)cc2)CC1
34: O=C(NCc1ccccc1CN1CCCC1)c1ccc(Cl)c(S(=O)(=O)N2CCCC2)c1
35: Cc1ccc(N2C(=O)N(CC(=O)Nc3cccc([N+](=O)[O-])c3C)C(=O)C2C)cc1 (configuration not stated)
36: CC1CCC(C(C)C)C(OC(=O)C[n+]2cc(-c3ccc(Cl)cc3)n3c2CCC3)C1 (configuration not stated)

assay / compound	31	32	33	34	35	36
FadD28 FP inh	-1.9	2.1	-0.1	-1.7	-0.9	-6.4
GDH-TPI counter	-2	6	5	8	-1	-6
Mtb BioA inh	/	/	-0.4	-1.3	/	/
Anthrax LF inh2	-1	-1	-8	-9	-8	4
BoNT A protease	-0.3	-0.2	0.0	-6.8	0.0	-0.6
Mtb UGM inh	4.2	0.3	/	/	-0.1	2.7
FBA Mtb inh	0	39*	-1	7	-3	1
PfHsp40 rescue	-1.3	-1.6	0.1	0.5	-0.2	-0.2
BoNT-F LC inh	2	3	-8	3	2	-3

37: CN1C(=O)C(CC(=O)Nc2ccccc2F)N(NC(=O)c2ccc(Br)cc2)C1=S (configuration not stated)
38: C(=N\N1CCOCC1)/c1cn(-c2ccccc2)nc1-c1ccccc1
39: COc1cccc(-c2nn3c(-c4cccc(C)c4)nnc3s2)c1
40: COC(=O)CCCCC1SCC(NC(=O)c2ccccc2)C1OC(C)=O (configuration not stated)
41: CSc1ccccc1C(=O)NC1CCCCC1
42: COc1ccc(-c2csc(Nc3cc(C)ccn3)n2)cc1C

assay / compound	37	38	39	40	41	42
FadD28 FP inh	0.5	-0.2	-0.4	0.6	-0.9	2.0
GDH-TPI counter	10	3	12	-3	4	6
Mtb BioA inh	0.9	0.8	-2.5	/	/	-0.9
Anthrax LF inh2	-6	-1	-4	-1	-5	-11
BoNT A protease	0.2	-1.0	-3.9	-0.8	2.2	-1.3
Mtb UGM inh	2.3	2.0	-0.6	1.1	-2.0	1.4
FBA Mtb inh	0	0	0	2	-2	1
PfHsp40 rescue	0.8	5.3	-1.9	0.3	0.2	-1.1
BoNT-F LC inh	20	-4	-7	-1	1	8

43: CSc1nnc(CSc2cc(C)nc(N(C)C)n2)o1
44: Cc1ccc2nc(C)c3c(c2c1)N(c1ccccc1)CC3
45: COC(=O)CCc1c[nH]c2ccc([N+](=O)[O-])cc12
46: O=C(C(NS(=O)(=O)c1cccc2nsnc12)c1ccccc1)N1CCN(c2ccccc2)CC1 (configuration not stated)
47: COc1cccc2c(=O)c3ccccc3oc12
48: O=C(NCc1ccco1)c1cc(-c2cccc(Cl)c2)on1

assay / compound	43	44	45	46	47	48
FadD28 FP inh	-2.7	-2.0	-0.7	-0.2	-3.9	-0.6
GDH-TPI counter	-3	4	26	15	12	10
Mtb BioA inh	1.8	3.7	-0.6	-0.7	-0.5	/
Anthrax LF inh2	-4	/	-2	-4	-6	-12
BoNT A protease	-1.3	/	-0.1	-0.7	0.7	2.6
Mtb UGM inh	-1.6	-2.4	/	-0.5	5.2	-1.0
FBA Mtb inh	0	6	0	0	14	3
PfHsp40 rescue	-0.5	-0.1	0.4	-0.2	0.5	-1.7
BoNT-F LC inh	-7	/	-1	-9	2	3

# 2 compounds drawn at random from those above:
47: COc1cccc2c(=O)c3ccccc3oc12
43: CSc1nnc(CSc2cc(C)nc(N(C)C)n2)o1

assay / compound	47	43
FadD28 FP inh	-3.9	-2.7
GDH-TPI counter	12	-3
Mtb BioA inh	-0.5	1.8
Anthrax LF inh2	-6	-4
BoNT A protease	0.7	-1.3
Mtb UGM inh	5.2	-1.6
FBA Mtb inh	14	0
PfHsp40 rescue	0.5	-0.5
BoNT-F LC inh	2	-7

# The list goes on.
49: COCc1c(C(=O)OCc2nc(N)nc(Nc3ccccc3C)n2)oc2ccccc12
50: COc1cccc(/C=N/Nc2ncnc(N)c2[N+](=O)[O-])c1OC
51: O=C(Cn1nc(C(F)(F)F)c2c1CCCC2)Nc1ccc2c(c1)OCO2
52: COc1ccc(CNC(=O)CN2C(=O)NC3(CCCCCC3)C2=O)cc1OC
53: CCCc1cc(=O)[nH]c2nnc(SCC(=O)Nc3ccc4c(c3)OCCO4)n12
54: CC(Oc1ccc(Cl)cc1Cl)C(=O)NCCCCc1ccccc1 (configuration not stated)
55: CCN1C[C@@H]2[C@@H]3C(=O)N(Cc4ccccc4)C(=O)[C@@H]3[C@](C)(C(=O)OC)N2C1=NC
56: CC1=CC(C)(C)N(C(=O)CSc2nnc(-c3ccccc3)o2)c2ccc(C)cc21
57: COc1ccc(-c2ccc(SCC(=O)NCc3ccco3)nn2)cc1

assay / compound	49	50	51	52	53	54	55	56	57
FadD28 FP inh	-1.1	-4.6	-5.0	0.1	-0.7	-4.5	-0.8	0.3	-2.9
GDH-TPI counter	6	27	-11	-3	9	-1	-4	8	7
Mtb BioA inh	2.4	-0.3	-1.0	/	-1.8	-1.4	0.8	/	1.1
Anthrax LF inh2	-2	2	-4	-8	-2	1	0	-8	-2
BoNT A protease	-0.2	4.7	-1.2	-0.2	2.8	-1.7	-0.1	-1.4	-1.7
Mtb UGM inh	1.0	3.1	0.3	5.6	4.7	-2.3	/	-1.3	-1.7
FBA Mtb inh	7	-4	0	4	4	-2	1	5	3
PfHsp40 rescue	2.5	1.9	0.6	-0.3	-0.2	6.4	0.1	81*	0.3
BoNT-F LC inh	9	8	-4	-8	12	-13	-4	-10	-4
